# SARS 3CLpro inh: SARS-CoV 3CLpro protease inhibitors, primary screen, biochemical, quenched FRET; Replicase polyprotein 1ab (Severe acute respiratory syndrome coronavirus), P0C6X7; recombinant SARS-CoV 3CLpro, quenched FRET peptide cleavage; inhibition, % at 6 µM; hit rate 0.14% among 290,000; in the data active = inhibition above about 12%
# PriA SSB inh: inhibitors of Klebsiella pneumoniae PriA binding to SSB C-terminal tail, primary screen, biochemical, AlphaScreen. inhibition, % at 33 µM. hit rate 0.6% among 430,000. PriA–SSB C-terminal tail interaction (Klebsiella pneumoniae). AlphaScreen SSBct-PriA binding, biotinylated peptide; in the data active = inhibition mostly above about 37%, no sharp cut-off; inactive = mostly below about 20%;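 also: plate controls were negative control peptide for no effect and reference peptide for full effect; strong numbers were not always called active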
# VHR inh abs: VHR1 phosphatase inhibitors, primary screen, biochemical, absorbance, uHTS; recombinant VHR phosphatase, pNPP absorbance; inhibition, % at 13.3 µM; Dual specificity protein phosphatase 3 (Homo sapiens), P51452; hit rate 0.52% among 290,000; in the data active = inhibition above about 50%; also: some compounds called inactive have numbers as strong as hits
# Target sequence (P51452 whole entry, looked up): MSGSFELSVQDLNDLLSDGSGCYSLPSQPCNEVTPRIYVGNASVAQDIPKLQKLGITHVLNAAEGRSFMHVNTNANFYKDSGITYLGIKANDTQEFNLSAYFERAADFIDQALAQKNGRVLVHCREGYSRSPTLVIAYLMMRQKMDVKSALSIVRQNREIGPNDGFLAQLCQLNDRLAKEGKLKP
# Vc quorum ag: inducers of Vibrio cholerae quorum light production without autoinducers, primary screen, BH1578 luxS cqsA deficient, single point; V. cholerae BH1578 lux reporter, luminescence, 6 h; activation, % at 18.7 µM; hit rate 0.16% among 350,000; in the data active = activation mostly above about 9.7%, no sharp cut-off; inconclusive = no clear call, values can overlap the other calls; inactive = mostly below about 3.7%; also: not every result past the cut was called active; inactives centre near 0; reference of the scale not given here
# Y pestis TopoI: Yersinia pestis topoisomerase I inhibitors, primary screen, biochemical, cleavage product accumulation, plate reader, single point; Y. pestis Topo-I cleavage product accumulation; activity, % at 10 µM; hit rate 0.064% among 360,000; AID 504884, 2011; in the data active = activity above about 50%, passing the limit was not always enough; inconclusive = no clear call, values can overlap the other calls; also: inactives centre near 2
# TcdB inh: TcdB glycohydrolase inhibitors, primary screen, biochemical, single point, plate reader; Toxin B (Clostridioides difficile), P18177; TcdB glycohydrolase enzymatic assay; inhibition, % at 9.99 µM; hit rate 0.24% among 350,000; AID 652162, 2013; in the data active = inhibition above about 10%
# BoNT-A LC inh2: BoNT/A light chain protease inhibitors, primary screen, biochemical, flow cytometry, MLPCN library; Botulinum neurotoxin type A light chain protease (Clostridium botulinum A str. ATCC 3502); multiplex microsphere protease substrate cleavage; inhibition, % at 10 µM; hit rate 0.17% among 360,000; also: plate controls were buffer without enzyme for full effect and enzyme alone for no effect
# PfHsp40 yeast: rescue of yeast from PfHsp40 toxicity, primary screen, S. cerevisiae, ATP luminescence. S. cerevisiae expressing PfHsp40, growth rescue. growth rescue, % at 12.5 µM. hit rate 0.68% among 340,000. AID 504582, 2011; in the data active = growth rescue above about 28%, passing the limit was not always enough; inconclusive = no clear call, values can overlap the other calls;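 also: yeast W303a lacking pdr1 and pdr3 grown in galactose medium; growth measured after three days at 30 °C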
# CCHFV vOTU inh: CCHFV vOTU protease inhibitors, primary screen, biochemical, Pep-AMC substrate, fluorescence; inhibition, % at 11.5 µM; hit rate 0.55% among 370,000; AID 651958, 2012; in the data active = inhibition above about 30%; also: 0% = vehicle wells with enzyme and 100% = no enzyme wells
# Anthrax LF inh2: Bacillus anthracis LF protease inhibitors, primary screen, biochemical, multiplex microsphere, MLPCN library. multiplex microsphere protease cleavage assay. AID 588501, 2011. hit rate 0.12% among 360,000. Lethal factor (Bacillus anthracis), P15917. inhibition, % at 10 µM; also: plate controls were buffer without enzyme for full effect and enzyme alone for no effect
# Target sequence (P15917 whole entry, looked up): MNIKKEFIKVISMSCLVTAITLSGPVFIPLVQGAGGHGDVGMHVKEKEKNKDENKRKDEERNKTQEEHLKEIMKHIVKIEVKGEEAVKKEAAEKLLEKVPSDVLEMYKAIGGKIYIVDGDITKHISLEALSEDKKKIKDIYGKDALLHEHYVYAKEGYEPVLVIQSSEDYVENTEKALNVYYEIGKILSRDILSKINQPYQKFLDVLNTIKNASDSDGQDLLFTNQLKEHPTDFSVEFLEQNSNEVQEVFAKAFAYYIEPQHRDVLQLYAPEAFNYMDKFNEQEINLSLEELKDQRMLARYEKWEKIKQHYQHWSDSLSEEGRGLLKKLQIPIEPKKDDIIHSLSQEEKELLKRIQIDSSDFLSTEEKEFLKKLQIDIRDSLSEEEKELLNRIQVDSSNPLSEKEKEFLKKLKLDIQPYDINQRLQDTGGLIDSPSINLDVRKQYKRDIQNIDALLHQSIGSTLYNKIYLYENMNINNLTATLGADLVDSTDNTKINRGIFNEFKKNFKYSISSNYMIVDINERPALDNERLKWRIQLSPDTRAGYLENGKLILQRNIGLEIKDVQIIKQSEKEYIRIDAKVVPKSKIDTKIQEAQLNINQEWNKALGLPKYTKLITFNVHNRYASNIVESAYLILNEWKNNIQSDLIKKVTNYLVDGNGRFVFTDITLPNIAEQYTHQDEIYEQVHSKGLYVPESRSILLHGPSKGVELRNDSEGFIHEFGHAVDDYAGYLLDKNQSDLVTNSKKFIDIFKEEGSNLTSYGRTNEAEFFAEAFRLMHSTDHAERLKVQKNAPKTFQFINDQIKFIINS
# The depositor's hits bear a star; i = inactive; ? = inconclusive; nt = no result given; & = joins results of further samples. Rule as the data show it, unless noted: active = inhibition above about 30%; inconclusive = no clear call, values can overlap the other calls; inactive = below that.
compound	SARS 3CLpro inh	PriA SSB inh	VHR inh abs	Vc quorum ag	Y pestis TopoI	TcdB inh	BoNT-A LC inh2	PfHsp40 yeast	CCHFV vOTU inh	Anthrax LF inh2
NC(=O)CC[C@@H]1NC(=O)[C@H](CO)NC(=O)c2cc([N+](=O)[O-])cc(I)c2OCC[C@@H](C(N)=O)NC1=O	-1	2	-15	2.1	9	0.4	-0.2	8.6	21	-1
COc1ccc2c(c1)c(C(=O)N/N=C/c1cccs1)c(C)n2C	-2	nt	-2	-0.6	3	-0.4	-0.2	-1.5	0	0
O=C(/C=C\Nc1ccc2c(c1)OCO2)c1ccc2c(c1)OCO2	-2	-18	26	i	-1	1.1	0.3	0.0	15	0
O=C(O)c1ccc(-n2c(-c3ccc(Br)cc3)n[nH]c2=S)cc1	1	-10	2	i	-6	nt	0.5	-0.2	nt	-2
c1cn(-c2ncnc3sc4c(c23)CCCC4)cn1	-1	-7&-1	-4	i	7	nt	0.2	-1.1	4	-2
Cc1cccc(CSCc2ccc(C(=O)NCC3CCCO3)o2)c1 (stereo unspecified)	-2	-2	16	i	9	-0.1	0.3	0.7	15	-9
COc1ccc(NC(=S)Nc2ccc(S(N)(=O)=O)cc2)c(C)c1	6	-12	-5	-0.8	8	0.6	-0.4	0.8	-6	-1
Cc1ccc(S(=O)(=O)N(C)c2ccc(OC(=O)COc3ccccc3)cc2)cc1	nt	-1	nt	-1.4	44	2.0	-1.3	-0.9	-5	0
CC(=O)NC(=S)NNC(=O)COc1ccc([N+](=O)[O-])cc1	5	-5	18	1.2	-10	0.8	1.1	-1.2	2	1
O=C1CC(NNc2nc3ccccc3s2)C(=O)N1c1ccccc1 (stereo unspecified)	4	-11	17	i	-5	nt	-0.5	0.0	7	0
COc1nc(OC)nc(N2CCC(C(=O)NC3CC3)CC2)n1	-4	-13	-1	i	15	-0.7	-0.8	0.6	5	-5
COc1ccc(-n2c(Cn3c(=O)sc4ccccc43)nnc2SCC(=O)N2CCCCC2)cc1	0	-4	21	-0.4	25	-0.3	0.6	1.0	-1	10

# The results go on:
compound	SARS 3CLpro inh	PriA SSB inh	VHR inh abs	Vc quorum ag	Y pestis TopoI	TcdB inh	BoNT-A LC inh2	PfHsp40 yeast	CCHFV vOTU inh	Anthrax LF inh2
CCOC(=O)c1sc(NC(=O)c2cc3c(s2)CCC(C)C3)nc1C (stereo unspecified)	3	-8	24	i	-7	nt	-0.4	3.7	-1	3
C=CCSc1nn2c(=O)c3ccccc3nc2s1	-3	-3	16	0.3	1	nt	0.0	-0.8	-15	-3
O=C(c1cccc2nccnc12)N1CCCC(Nc2ccc(F)c(F)c2)C1 (stereo unspecified)	3	6	5	nt	0	1.6	-1.2	-1.0	10	-2
COc1ccc(C(=O)NC(=S)Nc2ccc3[nH]c(=O)[nH]c3c2)c(OC)c1	0	-4	2	2.0	-6	1.4	1.8	-2.5	13	2
COc1ccc(Cn2c(CCC(=O)Nc3ccc(CC#N)cc3)nc3cccnc32)cc1	8	-8	12	-0.5	-1	nt	2.5	-1.0	-3	-2
CCN(CC(=O)Nc1ccccc1C(F)(F)F)C(=O)c1ccc2[nH]c3c(c2c1)CC(C)CC3 (stereo unspecified)	nt	8	nt	i	3	2.2	-7.9	0.0	9	-6
COc1cccc(CC2(CO)CCCN(Cc3nc(-c4cccs4)oc3C)C2)c1 (stereo unspecified)	-1	3	25	-4.8	21	1.3	-0.5	-0.1	-11	5
O=C(CN1CCCCC1)N/N=C/c1cccc(C(F)(F)F)c1	nt	nt	nt	0.2	-10	0.8	-3.7	-0.5	3	7
CC1CCCCC1NC(=O)CN1CCC(NC(=O)c2ccc([N+](=O)[O-])cc2)CC1 (stereo unspecified)	-2	3	26	1.2	8	2.0	-0.7	0.8	0	15
COc1ccc(Cl)cc1NC(=O)C1CC(c2c(F)cccc2Cl)=NO1 (stereo unspecified)	0	-3	-24	i	20	1.8	1.3	5.5	-1	-4
Cc1ccc(C)n1-c1cccc(C(=O)Nc2ccccc2)c1	6	-4	6	-0.6	-5	0.0	-1.3	-1.3	-14	7
CC(C)C1Cc2[nH][nH]c(=O)c2C(c2ccc(Cl)cc2)O1 (stereo unspecified)	nt	nt	nt	nt	nt	-2.1	-0.1	nt	16	1

# Going on with the list:
compound	SARS 3CLpro inh	PriA SSB inh	VHR inh abs	Vc quorum ag	Y pestis TopoI	TcdB inh	BoNT-A LC inh2	PfHsp40 yeast	CCHFV vOTU inh	Anthrax LF inh2
Cc1ccc(C(=O)Nc2ccccc2OC(F)F)cc1	3	-12	18	i	-9	nt	?	-0.7	-15	-7
COc1ccc(C(=O)CSc2nnc(C3CC3)n2N)cc1	0	-10	27	i	12	nt	?	-1.1	5	1
COc1ccc(OC)c(/C=C/C(=O)OCC(=O)N2CCN(S(=O)(=O)c3ccc(C)cc3C)CC2)c1	nt	-23	nt	-2.9	-4	0.4	2.3	0.4	-10	-1
O=C(NCc1ccco1)c1cc(-c2ccccc2)on1	3	2	11	-12	-3	nt	-0.2	-0.5	6	-4
CCOC(=O)C1CCCN(CC(=O)Nc2c(C(=O)OC)[nH]c3ccc(Cl)cc23)C1 (stereo unspecified)	0	9	32	nt	25	nt	-0.3	0.5	7	0
CCOc1ccc(CNC(=O)c2ccco2)cc1	4	-5	0	60*	-3	-0.5	-0.4	0.9	20	-4
CCC(=Nc1ccc(OC)cc1OC)c1c(O)[nH]c(=O)[nH]c1=O	-3	4	-25	0.5	1	nt	nt	-0.5	11	nt
Cc1ccc(C2C(=O)N(C3CCC(C)CC3)CC(=O)N2C2CCCC2)cc1 (stereo unspecified)	7	-4	20	-0.2	2	nt	-3.5	11	-2	1
O=C(CSc1ccc(Br)cc1)NC1CCS(=O)(=O)C1 (stereo unspecified)	nt	1	nt	-1.2	-1	-0.3	2.6	-1.0	11	-2
C[C@H](CO)N1C[C@H](C)[C@@H](CN(C)C(=O)Nc2ccc(C(F)(F)F)cc2)Oc2ccc(NS(=O)(=O)c3ccc(F)cc3)cc2C1=O	nt	-28	nt	-2.1	11	1.4&1.8	0.0	24	16	-4
CC1(C(=O)O)C=CCN1C(=O)c1ccccc1 (stereo unspecified)	1	-23	9	-1.3	-8	-0.6	0.2	-0.7	5	0
C[C@H](NC(=O)N1CCn2c1nc1ccccc12)C(=O)NCc1ccco1	-2	3	12	-0.3	-6	-0.8	0.3	-1.2	7	0

# The listing continues.
compound	SARS 3CLpro inh	PriA SSB inh	VHR inh abs	Vc quorum ag	Y pestis TopoI	TcdB inh	BoNT-A LC inh2	PfHsp40 yeast	CCHFV vOTU inh	Anthrax LF inh2
O=C(Nc1nncs1)C1CCCC1	nt	-6	nt	-0.4	7	0.7	0.2	-0.2	-8	-3
COc1cc(C=C(OC(C)=O)c2ccc3c(c2)OCO3)cc(OC)c1OC	nt	nt	nt	nt	nt	0.9	-1.1	nt	9	6
CCOCCCNC(=O)Cn1nc(-c2ccccc2)ccc1=O	3	1	0	-0.1	2	0.5	-0.9	0.9	-6	-6
CCOc1ccc(CCNC(=O)C2=C(C)C(=O)OC23CCC(C)CC3)cc1OCC (stereo unspecified)	0	-3	16	-0.2	8	nt	-0.3	0.4	5	1
COc1ccc(C(=O)Nc2cc(S(=O)(=O)N3CCCCC3)ccc2C)cc1	nt	nt	nt	i	6	1.4	0.1	nt	-1	-2
CC(C(=O)O)n1cc(Cl)cn1 (stereo unspecified)	-3	-2	4	0.2	-5	1.1	-0.2	-2.5	-9	-3
CC(=O)N1[C@H](Cc2ccccc2)C=C[C@]1(C)C(=O)NCCc1c[nH]c2ccccc12	0	5	24	0.0	32	1.4	0.0	0.4	-2	3
O=S(=O)(c1ccc(N2CCCC2)nc1)N1CCCC1	-11	-3	22	i	4	-1.0	0.4	-0.2	7	0
CCCS(=O)(=O)NC(=O)C1(C)CCN(C(=O)c2c(F)cccc2F)C1 (stereo unspecified)	nt	nt	nt	i	1	-1.1	-0.2	nt	18	-11
CCN1C(=O)[C@H]2[C@H]3CN=C(SC)N3[C@@](Cc3ccccc3)(C(=O)OC)[C@H]2C1=O	nt	1	nt	i	8	1.3	-0.8	0.4	6	0
O=C(OCC(=O)N1N=C(c2ccc(Cl)cc2)CC1c1ccco1)c1ccccc1O (stereo unspecified)	2	-4	-18	11	16	nt	-1.1	1.1	9	-3
CCNC(=O)NC(=O)C(C)OC(=O)c1oc2ccc(OC)cc2c1C (stereo unspecified)	0	-13	13	5.9	7	nt	3.6	-1.2	-3	-21

# Laid out differently: entries from further up
> COc1cc(C=C(OC(C)=O)c2ccc3c(c2)OCO3)cc(OC)c1OC
  SARS 3CLpro inh: nt | PriA SSB inh: nt | VHR inh abs: nt | Vc quorum ag: nt | Y pestis TopoI: nt | TcdB inh: 0.9 | BoNT-A LC inh2: -1.1 | PfHsp40 yeast: nt | CCHFV vOTU inh: 9 | Anthrax LF inh2: 6

> CCOCCCNC(=O)Cn1nc(-c2ccccc2)ccc1=O
  SARS 3CLpro inh: 3 | PriA SSB inh: 1 | VHR inh abs: 0 | Vc quorum ag: -0.1 | Y pestis TopoI: 2 | TcdB inh: 0.5 | BoNT-A LC inh2: -0.9 | PfHsp40 yeast: 0.9 | CCHFV vOTU inh: -6 | Anthrax LF inh2: -6

> CCOc1ccc(CCNC(=O)C2=C(C)C(=O)OC23CCC(C)CC3)cc1OCC (stereo unspecified)
  SARS 3CLpro inh: 0 | PriA SSB inh: -3 | VHR inh abs: 16 | Vc quorum ag: -0.2 | Y pestis TopoI: 8 | TcdB inh: nt | BoNT-A LC inh2: -0.3 | PfHsp40 yeast: 0.4 | CCHFV vOTU inh: 5 | Anthrax LF inh2: 1

> COc1ccc(C(=O)Nc2cc(S(=O)(=O)N3CCCCC3)ccc2C)cc1
  SARS 3CLpro inh: nt | PriA SSB inh: nt | VHR inh abs: nt | Vc quorum ag: i | Y pestis TopoI: 6 | TcdB inh: 1.4 | BoNT-A LC inh2: 0.1 | PfHsp40 yeast: nt | CCHFV vOTU inh: -1 | Anthrax LF inh2: -2

# Other structures follow:
compound	SARS 3CLpro inh	PriA SSB inh	VHR inh abs	Vc quorum ag	Y pestis TopoI	TcdB inh	BoNT-A LC inh2	PfHsp40 yeast	CCHFV vOTU inh	Anthrax LF inh2
Cc1nc2ccccc2c(=O)n1-c1cccc(C(F)(F)F)c1	0	-18	16	-0.3	-13	0.6	-1.1	-0.7	8	-5
C/C(=N\NC(=O)c1ccc(Cl)c(Cl)c1)c1cccc(NC(=O)C(C)C)c1	23*	nt	18	4.8	1	nt	0.1	0.2	11	-1
COCCNC(=O)C(c1ccc(C)cc1)N(Cc1ccccc1)C(=O)CCC(=O)Nc1ccccn1 (stereo unspecified)	-4	-14	46	-0.4	21	0.0	0.5	-0.4	5	1
CC1(C)OC(=O)N(NCc2ccccc2)C1(C)O (stereo unspecified)	-1	-5	nt	i	-5	0.2	6.1	0.6	-7	2
O=C(O)c1cc(Cl)c(Cl)cc1C(=O)Nc1cccc2ncccc12	5	3	8	0.6	-2	0.9	-0.4	1.0	-9	-1
CCn1cc(/C=C(\NC(=O)c2ccc(C)cc2)C(=O)NCCCN2CCOCC2)c2ccccc21	-1	-5	24	i	-4	0.9	1.4	-1.0	0	0
O=C(COC(=O)COc1cccc(C(F)(F)F)c1)NC(=O)NC1CCCCC1	nt	-12	nt	0.8	3	-1.2	nt	-0.2	12	nt

# These rows are one share of the data (hit frequency here may not be typical).
